Screens as filed in PubChem.
TCR-CD3 inh – human TCR-CD3 binding inhibition; TAMRA-labeled TCR probe fluorescence, biochemical; inhibition, % at 9.4 µM; 360,000 tested, 0.37% active; in the data active means inhibition above about 19%;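 further: recombinant mutant TCR 2C K166C tagged with TAMRA read by polarization; 0% = receptor in buffer alone and 100% = receptor with positive control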
NR1D1 modulator – modulates human Rev-erb alpha binding to DNA; 370,000 tested, 0.79% active; P20393; activity, % at 10 µM; Rev-erbα–FITC-DNA binding, fluorescence polarization, 90 min;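 active means activity above about 14%, limit read from the data; passing the limit was not always enough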;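 further: 0% = DMSO wells with 35 nM protein and 100% = DMSO wells with 750 nM protein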
LEDGF integ inh – blocks HIV-1 LEDGF/p75-dependent DNA integration | 370,000 tested, 0.64% active | TR-FRET IN-LEDGF/p75 DNA integration, Eu/Cy5 | inhibition, % at 3.7 µM | AID 743269;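 active means inhibition above the screen-wide mean plus 3 SD, cut at about 13% in these data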;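 further: signal is the Cy5 over europium emission ratio at 671 and 618 nm; 0% = plate median of compound wells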
PRMT1 FP inh – inhibitors of human PRMT1; Q99873; recombinant PRMT1, activity-based probe fluorescence polarization; inhibition, % at 2.79 µM; 370,000 tested, 1.3% active; AID 652257;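 active means inhibition above about 21% made by adding two undisclosed values, limit read from the data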
ABHD4 inh – ABHD4 (mouse) inhibition, primary FP screen; Q8VD66; purified mABHD4, FP-Rh probe fluorescence polarization; inhibition, % at 8.92 µM; 370,000 tested, 0.54% active;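 active means inhibition exceeding the mean over every tested compound plus 3 SD, cut at about 30% in these data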;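 further: 0% = plate median of compound wells and 100% = S159A mutant with DMSO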
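Test system: mouse ABHD4 enzyme, wild type. Reagent: FP-Rh fluorescent activity-based probe, added after compound pre-incubation. Timing: pre-incubation 45 min, probe exposure 60 min, at 25 °C. Technique: FP readout, ex 525 nm / em 598 nm. Benchmarks: high control S159A mutant with DMSO, low control median of compound wells.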
rCAG RNA binder – binds r(CAG) RNA repeats; 370,000 tested, 1.3% active; r(CAG) RNA repeat, TO-PRO-1 dye displacement fluorescence; inhibition, % at 3 µM;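 active means inhibition above the plate cutoff, the mean of all test compounds on that plate plus 3 SD, cut at about 35% in these data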;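 further: 0% = DMSO alone and 100% = 100 µM mitoxantrone as full dye displacement; higher means more dye released from RNA so lower well fluorescence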
UHRF1 MBD2 ctr – UHRF1 methyl-DNA binding inhibition. Q96T88. UHRF1 binding to methylated oligo, TR-FRET. inhibition, % at 4.4 µM. 370,000 tested, 0.75% active; in the data active means inhibition above about 21%;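 further: UHRF1 SRA domain binding a hemimethylated CpG hairpin DNA probe; 0% = median of test compound wells and 100% = reference inhibitor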
Target sequence (Q96T88 whole entry, looked up, the tested form may be a part): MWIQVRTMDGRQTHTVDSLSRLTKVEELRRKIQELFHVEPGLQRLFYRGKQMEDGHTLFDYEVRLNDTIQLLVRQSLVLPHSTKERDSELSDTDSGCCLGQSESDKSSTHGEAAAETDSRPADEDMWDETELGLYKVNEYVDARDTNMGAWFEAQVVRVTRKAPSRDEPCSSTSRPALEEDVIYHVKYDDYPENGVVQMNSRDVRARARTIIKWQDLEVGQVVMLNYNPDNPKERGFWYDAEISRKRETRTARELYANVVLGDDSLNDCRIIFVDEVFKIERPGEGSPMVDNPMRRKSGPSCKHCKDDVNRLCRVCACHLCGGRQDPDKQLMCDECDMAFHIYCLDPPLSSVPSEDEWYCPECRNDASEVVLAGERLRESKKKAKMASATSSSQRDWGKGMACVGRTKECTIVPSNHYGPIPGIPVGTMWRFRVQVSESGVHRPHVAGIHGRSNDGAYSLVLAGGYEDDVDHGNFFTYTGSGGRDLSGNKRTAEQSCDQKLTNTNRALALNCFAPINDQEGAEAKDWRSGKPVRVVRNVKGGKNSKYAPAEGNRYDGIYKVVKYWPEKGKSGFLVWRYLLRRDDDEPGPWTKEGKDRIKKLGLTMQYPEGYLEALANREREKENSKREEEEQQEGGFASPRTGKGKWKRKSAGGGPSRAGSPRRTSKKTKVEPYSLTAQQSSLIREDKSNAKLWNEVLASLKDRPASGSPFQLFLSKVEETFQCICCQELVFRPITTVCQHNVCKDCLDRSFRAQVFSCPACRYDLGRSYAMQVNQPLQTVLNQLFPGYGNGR
HTRA1 inh – blocks human HTRA1 serine peptidase. Q92743. recombinant HTRA1, FP-rhodamine activity-based probe, fluorescence polarization. inhibition, % at 5.96 µM. 340,000 tested, 0.5% active; in the data active means inhibition above about 36%;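 further: 0% = enzyme with DMSO and 100% = wells lacking enzyme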
MBD2 inh – inhibitors of human MBD2 binding to methylated oligonucleotide; Q9UBB5; TR-FRET; inhibition, % at 4.4 µM; 370,000 tested, 0.31% active; in the data active means inhibition above about 13%
PG9 binder – binds the HIV-1 gp120 antibody PG9. TR-FRET gp120-PG9 antibody binding. 360,000 tested, 0.43% active. AID 624416. inhibition, % at 6.7 µM; in the data active means inhibition above about 8.5%
An asterisk follows results filed as active; / = not tested or not shown.

Preview:
SMILES	TCR-CD3 inh	NR1D1 modulator	LEDGF integ inh	PRMT1 FP inh	ABHD4 inh	rCAG RNA binder	UHRF1 MBD2 ctr	HTRA1 inh	MBD2 inh	PG9 binder
O=C(Cn1nnc(-c2cccs2)n1)NCc1ccccc1	2	0	0	-5	4	-5	1	7	3	0.7
Cc1cc(-c2ccc(C(C)C)c(S(=O)(=O)NCCN3CCC(C)CC3)c2)on1	-6	-5	5	-3	3	-5	-3	-11	0	-0.3
COc1ccc(S(=O)(=O)N2CCN(C(=S)NC3CCCCC3)CC2)cc1	-3	-2	0	-5	1	-2	2	0	-2	-2.3
O=c1c(-c2n[nH]c(=S)o2)cccn1Cc1ccccc1	-1	-8	-6	4	6	1	0	7	-3	-1.2
CCOCC(=O)Nc1c(C(=O)N2CCN(c3ncccn3)CC2)oc2ccccc12	5	-1	-1	1	-4	-6	0	-6	-9	1.4
O=C(C[n+]1ccc(Cc2ccccc2)cc1)Nc1ccc([N+](=O)[O-])cc1Cl	11	-6	-2	1	3	14	0	1	1	-0.3

This part in full (from the top)
SMILES	TCR-CD3 inh	NR1D1 modulator	LEDGF integ inh	PRMT1 FP inh	ABHD4 inh	rCAG RNA binder	UHRF1 MBD2 ctr	HTRA1 inh	MBD2 inh	PG9 binder
O=C(Cn1nnc(-c2cccs2)n1)NCc1ccccc1	2	0	0	-5	4	-5	1	7	3	0.7
Cc1cc(-c2ccc(C(C)C)c(S(=O)(=O)NCCN3CCC(C)CC3)c2)on1	-6	-5	5	-3	3	-5	-3	-11	0	-0.3
COc1ccc(S(=O)(=O)N2CCN(C(=S)NC3CCCCC3)CC2)cc1	-3	-2	0	-5	1	-2	2	0	-2	-2.3
O=c1c(-c2n[nH]c(=S)o2)cccn1Cc1ccccc1	-1	-8	-6	4	6	1	0	7	-3	-1.2
CCOCC(=O)Nc1c(C(=O)N2CCN(c3ncccn3)CC2)oc2ccccc12	5	-1	-1	1	-4	-6	0	-6	-9	1.4
O=C(C[n+]1ccc(Cc2ccccc2)cc1)Nc1ccc([N+](=O)[O-])cc1Cl	11	-6	-2	1	3	14	0	1	1	-0.3
Cc1ccc2c(c1)[nH]c1c(=O)n(Cc3ccccn3)cnc12	-8	-1	0	4	3	-2	2	-3	-1	0.3
O=C(Nc1cccc(-c2cscn2)c1)C1CCN(Cc2ccc(CO)o2)CC1	8	-1	-1	-3	1	3	4	-7	-2	-1.6
Cc1nnc(SCc2cccc([N+](=O)[O-])c2)[nH]c1=O	-5	0	-5	5	3	0	6	4	2	-1.7
O=C(O)c1ccc(NC(=O)c2ccc3c(c2)C(=O)N(c2ccccc2)C3=O)cc1	1	0	0	2	6	5	2	4	4	-1.1
O=C(COC(=O)CCc1ccc(S(=O)(=O)N2CCOCC2)cc1)NC(=O)NC1CCCCC1	0	-1	8	-5	-2	-8	-2	16	1	-2.0
Cc1ccc(OCc2nnc(SC(C)C(=O)O)n2Cc2ccccc2)cc1 (stereo not given)	5	-4	4	-1	3	12	-1	-2	3	-1.3
CC(=O)Nc1sc(C)c(C)c1C(=O)OCC(=O)Nc1ccc(S(N)(=O)=O)cc1	1	16	2	1	1	1	-1	-5	-4	9.6*
O=C(CO/N=C/c1ccccc1O)NNC(=O)c1ccccc1Cl	-4	-3	4	-6	-4	-2	-1	5	2	0.7
O=C1c2ccccc2C(=O)N1CCCc1c[nH]c2ccc(Cl)cc12	0	4	6	4	-17	5	3	-26	5	0.1
Cc1ccc(C(=O)CCC(=O)Nc2ncccc2O)cc1	-6	1	0	3	9	1	0	0	2	0.5
O=C(NCCN1CCOCC1)c1ccc2ccccc2c1	4	3	-1	-4	1	16	-1	0	-3	0.7
O=C(N/N=C/c1ccc(COc2ccc(Br)cc2)o1)c1ccc2c(c1)OCO2	-2	-5	-4	3	-2	4	2	-8	1	-1.2
CSc1nc2nc(-c3ccc(F)cc3)c(CCN3CCN(C)CC3)cn2n1	7	-1	3	-4	3	-1	-1	2	1	0.1
C/C(=N/O)c1no[n+]([O-])c1/C(C)=N\O	-11	0	-9	5	-7	-2	1	2	2	0.4
CCC(=O)N1CCc2cc(S(=O)(=O)N(C)c3ccc(OC)cc3OC)ccc21	-8	-2	1	0	3	-5	-2	-4	-1	1.0
Cc1ccccc1NC(=O)CSc1n[nH]c(-c2ccco2)n1	-6	1	-1	0	7	-3	4	4	6	-0.7
Cn1c(SCC(=O)NC(C)(C)C)nnc1-c1cnccn1	-2	-3	2	1	-9	1	0	3	-5	-0.7
O=C(NCCCn1ccnc1)NC(C(F)(F)F)C(F)(F)F	8	-2	-1	-3	6	0	1	-6	-4	-0.3

2 compounds from above, reduced to PRMT1 FP inh, HTRA1 inh and rCAG RNA binder:
structure | PRMT1 FP inh | HTRA1 inh | rCAG RNA binder
CC(=O)Nc1sc(C)c(C)c1C(=O)OCC(=O)Nc1ccc(S(N)(=O)=O)cc1 | 1 | -5 | 1
O=C1c2ccccc2C(=O)N1CCCc1c[nH]c2ccc(Cl)cc12 | 4 | -26 | 5

Later entries
SMILES	TCR-CD3 inh	NR1D1 modulator	LEDGF integ inh	PRMT1 FP inh	ABHD4 inh	rCAG RNA binder	UHRF1 MBD2 ctr	HTRA1 inh	MBD2 inh	PG9 binder
Cc1cc(C)c(N(CC(=O)NCc2ccccc2)C(=O)c2csnn2)c(C)c1	7	6	2	-4	-8	-1	-1	-6	3	-1.6
N#CC1C(=O)NC(=O)C(C#N)C12CCCC2 (stereo not given)	-1	-10	1	-1	0	2	0	/	-1	1.8
Cc1ccc(Nc2nnc(SCC(=O)NC(Cc3c[nH]c4ccccc34)C(=O)O)s2)cc1 (stereo not given)	-7	2	-3	2	13	38*	0	-5	-1	-0.5
CN(C)c1cccc(C(=O)NNC(=O)NC2CCCCC2)c1	0	-3	-1	-4	1	-3	0	5	-1	-1.4
COc1cc(C(=O)N2CCC(C(=O)Nc3cccc(C(C)=O)c3)CC2)cc(OC)c1OC	5	2	-2	-1	-2	-2	0	4	-5	1.2
O=C(CCC(=O)N1CCOc2ccccc21)N1CCCCC1	1	-4	-4	-2	6	1	2	-7	-2	1.0
N#CCN(C(=O)COC(=O)C1CC2CCCC(C1)C2=O)c1ccccc1 (stereo not given)	-3	1	-2	0	2	-7	2	-5	-3	1.4
CC1(C)[N+]([O-])=C2C(=[N+]([O-])C1(C)C)c1ccccc1/C2=N\O	15	5	1	-1	2	2	-3	-2	-1	-1.4
COc1ccc(C2C3=C(CC(C)(C)CC3=O)Nc3c2c(=O)[nH]c(=O)n3Cc2ccccc2)cc1 (stereo not given)	1	0	3	0	2	5	3	-9	6	0.0
O=C(CSc1ccccc1)NN1C(=O)c2ccccc2C1=O	3	1	-1	0	-2	2	0	0	0	-0.7
O=C(c1ccc(F)cc1)N1CCN(C2CCC(c3ccccc3)CC2)CC1 (stereo not given)	4	3	4	0	10	-3	0	-1	-2	-1.2
O=C(NCCN1CCOCC1)c1cc(-c2ccc(Br)cc2)on1	-5	-2	2	-5	2	2	-2	2	-5	0.7
CN(c1ccc(OCC(=O)NCc2cccnc2)cc1)S(=O)(=O)c1ccc(Cl)cc1	-5	1	0	1	4	0	6	0	8	3.1
CCOC(=O)C(NC(=O)CC)(Nc1sc2c(c1C(=O)OC)CCN(C)C2)C(F)(F)F (stereo not given)	3	2	1	-2	0	-3	-3	5	2	-0.4
O=C(NC1CC1)C1CCN(C2CCN(C(=O)/C=C/c3cccs3)CC2)CC1	-10	1	4	-2	0	3	0	3	2	-0.5
Cc1ccc(N2CN(Cc3cccnc3)CNC2=S)cc1	-4	1	1	1	3	-2	4	-3	-4	1.8
O=C(C(=O)N1CCC(CNS(=O)(=O)c2ccc(C(F)(F)F)cc2)CC1)c1cccs1	-6	4	1	-5	-3	2	0	/	-1	0.1
COC(=O)c1c(NC(=O)c2ccco2)sc2c1CCN(C(C)=O)C2	-5	2	-1	-5	5	1	-2	-2	3	-1.6
CSc1ccccc1NC(=O)CN(C)CC(=O)NCc1ccccc1	-1	6	1	-2	0	-2	6	2	0	0.8
Cc1ccc(S(=O)(=O)Nc2ccccc2C(C(=O)OC(C)(C)C)C(=O)OC(C)(C)C)cc1	1	3	-3	1	4	3	1	/	5	-0.3
CCc1ccc2[nH]c(C)c(CN3CCCCCC3)c(=O)c2c1	-4	-8	-2	0	-3	8	4	-2	7	0.3
CCOc1ccc(NC(=O)CN(C)CC(=O)Nc2cccc(Cl)c2C)cc1OCC	3	6	0	-2	0	-12	-2	-1	3	-0.7
N#CCCn1cc(/C=N/O)c(-c2ccccc2)n1	-9	1	-1	3	2	-3	7	8	3	0.4
O=C(CSc1nnnn1C1CCCC1)NCCc1ccccc1	5	-3	-1	-2	-4	-5	-4	3	3	0.1
O=C(NC(=C(Cl)Cl)S(=O)(=O)c1ccc(Cl)cc1)c1ccccc1	-6	0	-3	6	5	2	0	-8	5	1.5
CCCCC(=O)N1C/C=C\C(c2ccc(OC)cc2)N(Cc2ccc(F)cc2)C(=O)C1 (stereo not given)	4	-4	-2	-3	-2	-9	-1	-2	4	0.4
CC[C@]1(c2cccc(C)c2)C(=O)N(C(=O)OC)N1C(=O)OC	1	0	-2	0	7	1	-1	1	1	0.9
Cc1ccccc1C(=O)N1CCN(c2ccc(NC(=O)c3ccco3)cc2Cl)CC1	9	2	-2	1	-5	-4	-1	-12	-2	1.1
NC(CCc1ccccc1)c1csc(NC(=O)Nc2cccc(Cl)c2)n1 (stereo not given)	-5	5	4	-4	8	47*	-1	/	1	1.0
O=C(CN1CCC(C(=O)c2cccc(F)c2)CC1)NCc1cccs1	3	7	-3	-2	1	-1	2	-3	-3	-0.9
Clc1ccccc1-c1ccc2ncnc(NCc3cccnc3)c2c1	3	4	-1	2	-2	5	-1	-24	1	0.8
CCCCN(C(=O)C1=COCCO1)c1c(N)n(CCCC)c(=O)[nH]c1=O	6	0	1	-1	4	3	-1	3	4	1.6
CCOC(=O)CC(=O)Nc1ccsc1C(N)=O	-4	2	4	-6	3	2	-1	6	-4	-0.5
Cc1ccc(N2C(=O)c3ccccc3C2Nc2ccc(S(=O)(=O)N3CCOCC3)cc2)nc1 (stereo not given)	-2	-3	-1	4	2	1	2	-4	4	4.2

Not all compounds are listed (hit frequency here may not be typical).
